Screening data: PubChem BioAssay, Vanderbilt High Throughput Screening Facility
Cav32 inh – blocks human Cav3.2 T-type calcium channel. Cav3.2-expressing cells, Fluo-4 calcium fluorescence FDSS; active compounds read low. B-score at 10 µM. O95180. AID 449739. actives 4% (n = 100,000);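 active = single-dose well whose peak fluorescence ratio is a statistical outlier from its plate by either plate-standardised score or position-corrected B-score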
Starred values were filed as active, the others as inactive. An excerpt (hit frequency here may not be typical).

No.	SMILES	Cav32 inh
1	NC(=O)C1=C[C@@H](C2CCCCC2)C[C@@H](OCc2ccc(CO)cc2)O1	-1.6
2	COc1ccc(CCNC(=O)CN(c2ccccc2)S(C)(=O)=O)cc1OC	0.92
3	O=C(O)CCn1c(=O)c2ccccc2c2ccccc2c1=O	0.12
4	CN(C)c1nc(SCC#N)nc(N2CCOCC2)n1	-0.21
5	CCCCCC(=O)N/N=C/c1ccc([N+](=O)[O-])o1	-0.033
6	CCS(=O)(=O)Nc1ccc(Cc2ccc(NS(=O)(=O)CC)cc2)cc1	-0.36
7	Nc1nnnn1/N=C/c1ccccc1OCc1ccc(Cl)cc1	-1.1
8	CC(C)CC1NC(=O)N(CC(=O)N2CCN(S(=O)(=O)c3ccc(Cl)cc3)CC2)C1=O (stereo not given)	-1.6
9	CCOC(=O)n1c(=O)oc2ccc(Cl)cc21	-0.71
10	Cc1cc(Nc2ccc(F)cc2)nc(N)n1	0.01
11	Cc1nc2c(cnn2-c2ccccc2Cl)c(=O)n1-c1ccc(N2CCC(C)CC2)cc1	-0.93
12	Cn1nnc(C(O)CN2CCOCC2)n1 (stereo not given)	0.62
13	Cc1ccc(C)c(C(=O)CCC(=O)Nc2cccnc2)c1	0.58
14	OCCNc1nc(C2CC2)nc2c1nnn2Cc1ccccc1Cl	-1.3
15	Cc1cc(C(F)F)n2nc(C(=O)Nc3ccc(F)cc3F)nc2n1	-0.37
16	COc1cc(OC)c(C(=O)NC2CCCCCC2)cc1OC	-0.55
17	CC(C)Nc1ncnc2c1nnn2Cc1ccccc1	0.85
18	N#Cc1cccc(-n2nnnc2-c2ccccn2)c1	-0.72
19	CCOC(=O)CNC(=O)Cn1cnc2c(nnn2-c2ccc(C)cc2)c1=O	0.14
20	CC(C)NC(=O)C(=O)NC1CCCCCC1	0.18
21	Fc1ccc2nc3n(c2c1F)CCCCCC3	-0.21
22	Cc1ccc(NC(NC(=O)c2ccccn2)C(Cl)(Cl)Cl)cc1 (stereo not given)	-1.3
23	NC(=O)C1(N2CCCCC2)CCN(Cc2ccccc2Cl)CC1	0.14
24	CCOP1(=O)C=C(C(C)(C)C)OC1c1ccc(F)cc1 (stereo not given)	-0.59
25	Cc1cc(C)c(NC(=O)CS(=O)CC(=O)NCCCc2ccccc2)c(C)c1 (stereo not given)	-0.28

Next part, overlapping the part above by 7 compounds.
No.	SMILES	Cav32 inh
19	CCOC(=O)CNC(=O)Cn1cnc2c(nnn2-c2ccc(C)cc2)c1=O	0.14
20	CC(C)NC(=O)C(=O)NC1CCCCCC1	0.18
21	Fc1ccc2nc3n(c2c1F)CCCCCC3	-0.21
22	Cc1ccc(NC(NC(=O)c2ccccn2)C(Cl)(Cl)Cl)cc1 (stereo not given)	-1.3
23	NC(=O)C1(N2CCCCC2)CCN(Cc2ccccc2Cl)CC1	0.14
24	CCOP1(=O)C=C(C(C)(C)C)OC1c1ccc(F)cc1 (stereo not given)	-0.59
25	Cc1cc(C)c(NC(=O)CS(=O)CC(=O)NCCCc2ccccc2)c(C)c1 (stereo not given)	-0.28
26	O=C1C=C(NCc2ccc(Cl)cc2Cl)C2(CCCCC2)O1	-3.6
27	O=C(N1CCC(O)(c2cccnc2)CC1)C12CC3CC(CC(C3)C1)C2	0.37
28	COc1ccccc1-c1cc(C(F)(F)F)nc(S(=O)(=O)CCCC(=O)O)n1	-0.22
29	O=C(Oc1oc(-c2ccco2)nc1C=Nc1ccccc1)c1ccoc1	0.048
30	COc1ccc(Oc2nc(-c3ccccc3)ncc2S(=O)(=O)c2ccccc2)cc1	-1.4
31	CCOc1cc(C(=O)Nc2nnc(CC)s2)ccc1OCC(=O)N1CCOCC1	-0.51
32	CCc1ccc(NC(=O)CSc2nnc(CNC(=O)c3c(F)cccc3Cl)o2)cc1	-1.1
33	COc1ccc(OCC(=O)Nc2nc3ccccc3[nH]2)cc1	0.0038
34	Cc1cc(NC(=O)CSc2nc3ccccc3n2CC(=O)N2CC(C)CC(C)C2)no1 (stereo not given)	-0.15
35	Cc1ccc(C2Nc3ccc4ccccc4c3C3=C2C(=O)CC(C)(C)C3)o1 (stereo not given)	-0.33
36	Fc1cccc(Cl)c1Cn1nnc2c(-n3ccnc3)ncnc21	0.56
37	Cc1cc(C)c(C)c(S(=O)(=O)Nc2ccc(OCC(=O)O)cc2)c1C	0.9
38	Cn1c(=O)cc(SCC(=O)N2CCN(c3ccccn3)CC2)c2ccccc21	0.34
39	O=C1CN(C(=O)COC(=O)c2ccccc2NCc2ccco2)c2ccccc2N1	-3.8*
40	O=S1(=O)N=C(N2CCCc3ccccc32)c2ccccc21	1.5
41	O=C(NC1CC1)c1sccc1-n1cccc1	-0.093
42	Cn1cc(S(=O)(=O)NCc2ccco2)c(=O)n(C)c1=O	-0.16
43	CCOC(=O)C1(CC)NC(c2ccc(N(C)C)cc2)C2C(=O)N(C)C(=O)C21 (stereo not given)	0.25
44	CC(=O)N1CCCc2cc(S(=O)(=O)NCCC3=CCCCC3)ccc21	-0.077
45	CC(C)n1cnc2c(Nc3cccc(Cl)c3)nc(N(CCO)CCCO)nc21	-0.41
46	CCCC(=O)N1CC2(CCC)CN(C(=O)CCC)CC(CCC)(C1)C2=O	0.12
47	COCCn1c(SCC#N)nnc1-c1ccc(OC)cc1	0.11
48	CCCCNC(=O)CC(=O)Nc1ccccc1C(=O)O	0.15
49	CC1C(C#N)=C(N)OC2=C1C(=O)CCC2 (stereo not given)	-0.29
50	COC(=O)c1sccc1NC(=O)CSc1nnnn1-c1ccccc1F	-0.18
51	C=C(C)COc1ccc2oc(C)c(C(=O)OCCOC)c2c1	-1
52	CC12CC3CC(C)(C1)CC(C(=O)Nc1nn[nH]n1)(C3)C2	0.23
53	COc1ccc(OC)c(S(=O)(=O)NCCO)c1	0.48
54	O=C(Nc1cccc2cccnc12)c1cccnc1	0.31
55	Oc1c(Cl)cc(Cl)cc1C(C#Cc1ccccc1)N1CCOCC1 (stereo not given)	-0.2
56	CC[N+](CC)(CC)C/C(N)=N/O	0.053
57	COc1ccc(Cc2nc(-c3cccs3)no2)cc1OC	-1.8
58	COc1ccc(NC(=O)c2ocnc2C)cc1OC	0.0045
59	CN(Cc1ccccc1)C(=O)c1cnc2n(c1=O)CCS2	0.069
60	CC(=O)OCC1OC(n2ccc(=O)[nH]c2=O)C(O)C1O (stereo not given)	-1.5
61	CCCCOc1ccc(Cl)cc1CSc1nnc(C)n1N	-0.37
62	COC(=O)C1=C(C)NC2=C(C(=O)CCC2)C1c1cn(Cc2ccc(Br)cc2)nc1-c1ccccc1 (stereo not given)	-7.3*
63	O=C(O)C1CCCCN1S(=O)(=O)c1ccc2ccccc2c1 (stereo not given)	0.34
64	Cc1ccc(/C=N/NC(=O)CSCc2ccc(Cl)cc2)cc1	-1.4
65	COc1cccc(OC)c1OCCCCCc1c(C)n[nH]c1C	-1.9
66	CC1CCN(c2ccccc2NC(=S)NC(=O)c2cccs2)CC1	-6.3*
67	CCN1C(=O)C(C(=O)Nc2ccc(OC)cc2)C2CC1(C)Oc1ccccc12 (stereo not given)	-2.3
68	Cc1ccc(CNC(=O)c2cccc(OCc3c(C)noc3C)c2)cc1	-5
69	Cc1ccc2occ(C3N[C@H](C(=O)O)CS3)c(=O)c2c1 (stereo not given in full)	-0.84
70	CCNS(=O)(=O)c1ccc(OC)c(C)c1	0.11
71	CCc1nc(SCC(=O)c2ccc3c(c2)OCCO3)c2ccccc2n1	-2.7
72	CCOC(=O)C1=C(N)OC2=C(C(=O)CCC2)C1c1ccc(C)s1 (stereo not given)	-0.16
73	CCN1C(=O)C2(C(C#N)=C(N)Oc3n[nH]c(-c4ccc(Cl)cc4)c32)c2ccccc21 (stereo not given)	0.31
74	CCC(=O)OC1(C)C(=O)C=C2C=C(CCCCNC(=O)OC(C)(C)C)OC=C2C1=O (stereo not given)	0.64
75	COc1ccccc1NC(=O)N1CCCC1C(=O)NC12CC3CC(CC(C3)C1)C2 (stereo not given)	-0.55

More compounds.
No.	SMILES	Cav32 inh
76	c1ccc(-c2nc(NCc3ccco3)c3ccccc3n2)cc1	-1.5
77	O=C1c2ccccc2C(=O)N1CSc1ncccn1	-0.082
78	O=C(CN1C(=O)c2ccccc2S1(=O)=O)NCc1ccc2c(c1)OCO2	0.35
79	O=C(Nc1nnc(-c2ccccc2F)s1)C1CCCO1 (stereo not given)	0.91
80	CCC(=O)N1CCc2cc(Br)cc(S(=O)(=O)N3CCN(C(=O)c4ccco4)CC3)c21	1.9
81	O=C1CC(Nc2ccc(N3CCOCC3)cc2)C(=O)N1CCc1ccccc1 (stereo not given)	0.28
82	Cc1cccc(C)c1NC(=O)/C(=C/c1ccco1)c1ccccc1	-8.6*
83	COc1cc(NC(=S)NC(=O)c2c(OC)cccc2OC)ccc1NC(=O)c1cccs1	0.24
84	NC(=O)CC(NC(=O)Cc1ccc(Br)cc1)c1ccc(NCc2cc(F)ccc2F)c([N+](=O)[O-])c1 (stereo not given)	-0.38
85	CCN(CC)CCN1C(=O)C(=O)/C(=C(/O)c2ccc(OC)cc2)C1c1cccs1 (stereo not given)	1.8
86	COc1ccc(-c2ccc(/C=C3\C(=O)N(c4ccccc4)N=C3c3ccccc3)o2)c([N+](=O)[O-])c1	0.056
87	O=C(c1ccc(COc2ccccc2Br)o1)N1CCCCCC1	-1.7
88	O=C(CSc1nc(-c2ccccc2)cs1)N1CCc2ccccc21	0.63
89	O=C(OCC(=O)c1c[nH]c2ccccc12)C1=COCCO1	0.0074
90	COc1ccc(/C=N/n2c(=O)[nH]c3c([nH]c4ccc(Br)cc43)c2=O)cc1CN1CCOCC1	-0.019
91	Nc1nc(N)nc(-c2ccc(Cl)cc2)n1	1.6
92	O=c1ccn(Cc2ccccc2)c(=O)n1Cc1ccccc1	-0.51
93	COc1cc(C(=O)ON=C2C(C)=CC(=O)C=C2C)cc(OC)c1OC	-0.022
94	CCNc1nc(NCC)nc(N2CC(=O)N(CC(=O)OCC)C2=N)n1	-0.62
95	CC(=O)NCc1nc2ccccc2n1Cc1ccccc1F	0.6
96	COc1cccc(-c2nc(CS(=O)(=O)CC(=O)NCc3ccccc3OC)c(C)o2)c1	-3.4
97	Cc1ccc(Cn2nnc3c(=O)n(CC(=O)NCc4ccco4)cnc32)cc1	1.1
98	[O-][n+]1onc2c3cc(-c4ccccc4)nnc3ccc21	0.49
99	CCCCCCc1ccc(-c2ncc(N)cn2)cc1	0.012
100	Cc1cc(NC(=O)c2ccc(F)cc2F)n(-c2nc3ccccc3[nH]2)n1	0.72

Ordered by length of the SMILES (falling): 3 of the compounds above.
No.	SMILES	Cav32 inh
80	CCC(=O)N1CCc2cc(Br)cc(S(=O)(=O)N3CCN(C(=O)c4ccco4)CC3)c21	1.9
93	COc1cc(C(=O)ON=C2C(C)=CC(=O)C=C2C)cc(OC)c1OC	-0.022
99	CCCCCCc1ccc(-c2ncc(N)cn2)cc1	0.012

The list goes on.
No.	SMILES	Cav32 inh
101	COc1ccc(NC(C)=O)cc1NC(=O)CN1CCN(C(=O)c2ccco2)CC1	0.94
102	CCOC(=O)c1ccc(Cn2c(-c3ccccc3)nnc2-c2ccccc2)o1	-3.7
103	CC(=O)c1ccc(NC(=O)c2cn(-c3ccccc3)nc2-c2ccncc2)cc1	-0.095
104	CC(C)CC(=O)O/N=C1\C(=O)N(c2ccccc2)c2ccccc21	0.19
105	CCOC(=O)c1cc(C#N)c(SC)nc1-c1ccccc1	-3.1
106	O=C(Nc1nnc(-c2ccccc2Cl)o1)c1nc2ccccc2s1	-4.5*
107	CCC(C(=O)NC1CCCC1)N(Cc1ccc2c(c1)OCO2)C(=O)c1snc(C(N)=O)c1N (stereo not given)	0.66
108	O=C(COc1ccc2ccccc2c1)NNC(=O)Cc1cccc2ccccc12	-0.32
109	CCOC(=O)c1sc2nc(C)cc(C)c2c1N	-0.31
110	CC1=NN(/C(=N\c2nnc(C)s2)Nc2ccc(C(C)(C)C)cc2)[C@H](c2ccc(C)cc2)S1	-5.6*
111	COc1cc(C(CCN2CCOCC2)c2c(OC)cc(OC)c3c2OC(=O)CC3c2ccc(N(C)C)cc2)cc(OC)c1OC (stereo not given)	-0.38
112	COc1nc(/C(N)=N/O)nc(N2CCCCC2)n1	1.2
113	Cc1ccc(-c2nc3nc4ccccc4nc3n2Cc2ccco2)cc1	0.008
114	CCOC(=O)C1C(=O)CC(C)(O)C(C(=O)OCC)C1c1ccccc1 (stereo not given)	0.25
115	COc1ccc(S(=O)(=O)NCCCN2CCOCC2)c2ccccc12	1
116	OC(COC(c1ccc(Cl)cc1)c1ccc(Cl)cc1)CN1CCCC1 (stereo not given)	-3.8
117	CSc1nc2ccccc2n1CC(=O)Nc1c(C)cccc1C	-0.44
118	Cn1ncc(Br)c1C(=O)N/N=C/c1ccc(OS(=O)(=O)c2ccccc2)cc1	-2.8
119	CC1CCN(c2c(NCc3ccc(C(=O)N4c5ccccc5CC4C)cc3)c(=O)c2=O)CC1 (stereo not given)	-1.6
120	COC(=O)c1sc2nc(CSc3nc4ccc(C)cc4[nH]3)[nH]c(=O)c2c1C	0.0019
121	CN(C)c1nc(OCCNC(=O)Nc2ccccc2)nc(N(C)C)n1	-0.72
122	CCOC(=O)c1sc(-n2[nH]c(C)cc2=O)nc1C	0.56
123	Cc1ccc(/C=C/C2=Cc3c(sc(NC(=O)CSc4n[nH]c(N)n4)c3C#N)C(C)(C)C2)o1	0.99
124	CSc1ncccc1C(=O)OCC(=O)NC1CCS(=O)(=O)C1 (stereo not given)	0.68
125	O=C1CCCCCCC1Sc1ccccc1[N+](=O)[O-] (stereo not given)	-0.64
126	COc1ccccc1C1(CC(=O)O)CCOC(C)(C)C1 (stereo not given)	1.2
127	COc1ccc(N2C(=O)C(CC(=O)Nc3ccccc3)N(Cc3cccs3)C2=O)cc1 (stereo not given)	-0.29
128	COc1cc(C(=S)N2CCOCC2)cc(OC)c1OS(=O)(=O)c1ccc(NC(C)=O)cc1	0.99
129	CCOC(=O)N1CCC(N(CCOC)C(=O)Nc2ccc(CC)cc2)CC1	0.37
130	CC(C)CNC(=O)c1ccc(Cl)c(Cl)c1	0.56
131	CCOC(=O)c1[nH]c(C)c(C(=O)Nc2ccc3c(c2)OCCO3)c1C	-0.92
132	COC(=O)c1ccccc1NC(=O)c1noc2c1CCCC2	0.75

Taken from above:
no. 53 | Cav32 inh: 0.48
no. 70 | Cav32 inh: 0.11
no. 76 | Cav32 inh: -1.5
